NCOA1 inh = inhibitors of human steroid receptor coactivator 1 (SRC1); 0.12% of 360,000 active; inhibition, % at 3.6 µM; HEK293 GAL4-SRC1 luciferase reporter, luminescence;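 active means inhibition above the campaign mean plus 3 SD, with each screening campaign given its own cutoff, cut at about 60% in these data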;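 further: 0% = DMSO treated cells and 100% = gossypol at 36 µM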
TLR9-MyD88 block = blocks human TLR9 binding to MyD88. CHO BLA complementation TLR9-MyD88, CCF4 FRET ratio. inhibition, % at 4.98 µM. 0.21% of 340,000 active;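 active means inhibition above the mean over all tested compounds plus 3 SD, cut at about 21% in these data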;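 further: 0% = DMSO only wells and 100% = clavulanate BLA inhibitor control wells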
Exocytosis inh = blocks lytic granule exocytosis; TALL-104 LAMP-1 surface exposure, flow cytometry; cells stimulated with thapsigargin and PMA; inhibition, % at 10 µM; 0.66% of 360,000 active;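 active means inhibition above about 55%, limit read from the data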
NCOA3 inh = human NCOA3 inhibition; Q9Y6Q9; HEK293 GAL4-SRC3 luciferase reporter, luminescence; inhibition, % at 3.6 µM; 0.17% of 360,000 active; AID 588352;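 active means inhibition above a per-campaign cutoff, the mean of all compounds plus 3 SD, cut at about 60% in these data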;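 further: 0% = DMSO-treated cells and 100% = gossypol-treated cells at 36 µM; higher means less SRC3-driven luciferase light from the GAL4 reporter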
ABHD5 PLIN5 PPI = blocks binding of human ABHD5 to perilipin-5. Q00G26+Q8WTS1. Split G. princeps luciferase complementation, luminescence, 4 h. inhibition, % at 4 µM. 0.78% of 360,000 active. AID 602281;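 active means inhibition above the mean inhibition across every tested compound plus 3 SD, cut at about 22% in these data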;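 further: 0% = DMSO only wells and the 100% control is not disclosed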
TWEAK-Fn14 inh = inhibitors of TWEAK-Fn14 interaction signaling | 2% of 360,000 active | AID 1159606 | inhibition, % at 10 µM | TWEAK-stimulated Fn14 reporter cells, luciferase luminescence, 8 h; in the data active means inhibition above about 50%
NOD2 RIPK2 PPI = NOD2-RIPK2 protein interaction inhibition. O43353. CHO BLA complementation NOD2-RIPK2, CCF4 ratio. inhibition, % at 4.98 µM. 0.38% of 360,000 active. AID 624267; in the data active means inhibition above about 21%;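 further: 0% = vehicle only and 100% = reference blocker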
NR5A2 inv ag = NR5A2 inverse agonism in reporter assay | O00482 | HEK293T StAR-luciferase reporter, LRH-1 transfected, 24 h | inhibition, % at 3.6 µM | 0.13% of 360,000 active;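 active means inhibition above the mean inhibition of all tested compounds plus 3 SD, cut at about 73% in these data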;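 further: 0% = DMSO wells and 100% = reporter-only cells lacking LRH-1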
Target sequence (O00482 whole entry, looked up): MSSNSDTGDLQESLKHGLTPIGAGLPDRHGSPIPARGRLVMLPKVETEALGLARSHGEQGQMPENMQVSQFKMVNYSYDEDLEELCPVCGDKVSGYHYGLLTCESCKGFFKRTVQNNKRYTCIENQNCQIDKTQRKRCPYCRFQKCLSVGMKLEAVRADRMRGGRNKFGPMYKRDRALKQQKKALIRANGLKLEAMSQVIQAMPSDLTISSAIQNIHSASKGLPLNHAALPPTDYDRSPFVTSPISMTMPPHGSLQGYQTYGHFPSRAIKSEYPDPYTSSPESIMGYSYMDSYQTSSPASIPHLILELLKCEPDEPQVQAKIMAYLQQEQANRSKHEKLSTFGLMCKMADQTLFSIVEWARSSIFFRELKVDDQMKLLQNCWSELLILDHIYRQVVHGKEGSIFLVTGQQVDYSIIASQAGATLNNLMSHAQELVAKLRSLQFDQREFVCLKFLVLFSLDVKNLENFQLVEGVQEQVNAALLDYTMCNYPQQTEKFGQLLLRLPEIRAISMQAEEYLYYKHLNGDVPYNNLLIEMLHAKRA
COUP-TFII inh = inhibitors of human COUP-TFII (NR2F2); P24468; HEK293T NGFI-A luciferase reporter, luminescence; inhibition, % at 8.6 µM; 0.7% of 370,000 active; AID 686940;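 active means inhibition above a per-plate cutoff, mean inhibition of test wells between control levels plus 3 SD, cut at about 38% in these data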;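 further: cells cotransfected with COUP-TFII expression vector driving the NGFI-A reporter; 0% = median of COUP-TF2 test wells and 100% = reporter-only cells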
Target sequence (P24468 whole entry, looked up): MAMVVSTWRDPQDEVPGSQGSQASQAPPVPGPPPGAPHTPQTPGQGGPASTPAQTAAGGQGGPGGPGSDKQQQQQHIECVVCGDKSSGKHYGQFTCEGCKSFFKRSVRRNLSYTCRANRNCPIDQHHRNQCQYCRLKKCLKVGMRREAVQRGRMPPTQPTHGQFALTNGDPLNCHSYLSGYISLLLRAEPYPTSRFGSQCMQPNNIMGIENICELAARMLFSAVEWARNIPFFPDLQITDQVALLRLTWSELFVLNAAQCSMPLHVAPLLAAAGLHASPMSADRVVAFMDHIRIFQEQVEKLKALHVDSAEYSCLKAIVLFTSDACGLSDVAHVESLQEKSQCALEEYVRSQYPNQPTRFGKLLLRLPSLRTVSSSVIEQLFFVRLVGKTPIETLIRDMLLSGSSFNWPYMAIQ
NCOA2 inhibitor = human SRC2 (NCOA2) inhibition; Q15596; HEK293 GAL4-SRC2 luciferase reporter, luminescence; inhibition, % at 9 µM; 0.17% of 370,000 active;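 active means inhibition above the mean inhibition of all tested compounds plus 3 SD, set per campaign, cut at about 52% in these data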;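 further: 0% = DMSO treated cells and 100% = cells given Gossypol at 36 µM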
TROY NFkB inh = TROY signaling inhibition. AID 1347056. 0.98% of 360,000 active. Q293 LMP1-TROYcd NF-kB luciferase reporter, 4 h. inhibition, % at 10 µM;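 active means compounds whose plate-normalised and pattern-corrected inhibition of the luciferase reporter signal at the single screening dose is 50% or more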
Numbers without * were called inactive; . = not tested or not shown.

SMILES | NCOA1 inh | TLR9-MyD88 block | Exocytosis inh | NCOA3 inh | ABHD5 PLIN5 PPI | TWEAK-Fn14 inh | NOD2 RIPK2 PPI | NR5A2 inv ag | COUP-TFII inh | NCOA2 inhibitor | TROY NFkB inh
Cc1ccc(C)c(NC(=O)CCC(=O)N2CCOc3ccccc32)c1 | -3.0 | 4.3 | -5.2 | 19.8 | -3.9 | 11.1 | 4.7 | 9.8 | -3.2 | 6.9 | 2.2
CCCCNc1nc2ccccc2nc1NS(=O)(=O)c1ccc(F)cc1 | 4.8 | -2.2 | 1.0 | -11.8 | 7.4 | 14.0 | 1.3 | 2.8 | 0.1 | 5.6 | 5.0
S=C(c1nc2ccccc2[nH]1)N1CCOCC1 | 3.9 | -3.8 | -0.4 | 6.9 | -5.8 | -19.4 | 6.4 | -3.5 | -25.6 | -15.0 | -32.9
COC(=O)c1cn(NC(=O)C2CCCCC2)c(=O)c2ccccc12 | -7.3 | 5.2 | 11.3 | -9.7 | -6.6 | 2.6 | 9.8 | -3.1 | -3.5 | -39.1 | 13.9
CC(=O)N1CCC(=NNc2ccc(S(N)(=O)=O)cc2[N+](=O)[O-])CC1 | -9.7 | -11.1 | -2.8 | -4.3 | -3.7 | 3.7 | -3.6 | -5.6 | 14.7 | -0.5 | -14.2
CCc1nc2ccc(C(=O)NCCCN(C)C)cn2c1N(C)Cc1ccc(OC)cc1 | 7.2 | . | 6.9 | -6.6 | 4.7 | -6.2 | -2.6 | 1.5 | -4.4 | 6.0 | 2.4
NC(=O)c1cc(C(=O)c2ccc(Cl)cc2Cl)c[nH]1 | 17.9 | -6.3 | 3.3 | 25.9 | 8.1 | 33.2 | -0.6 | 14.2 | 25.7 | 36.1 | 20.6
O=C(Cc1cccs1)Nc1nnc(SCC(=O)NC2CCCCC2)s1 | -9.1 | -0.1 | -2.3 | 3.5 | -5.4 | -2.8 | -5.1 | 13.6 | -0.5 | -30.5 | 11.5
CN(C)/C=C1\N=C(c2ccc3c(c2)OCO3)OC1=O | -49.9 | -5.3 | 3.9 | -53.3 | -0.7 | -21.8 | -19.1 | -8.5 | -31.6 | -53.1 | -17.4
Cc1cc(C)c(NC(=O)C(C)OC(=O)c2cc(Br)c(Br)s2)c(C)c1 (stereo not given) | -7.8 | 0.9 | -0.7 | 10.2 | -1.4 | -3.6 | 1.2 | 8.8 | 7.8 | 23.7 | -15.4
Cc1noc(C)c1NC(=O)Nc1ccc2c(c1)C(=O)N([C@H](C)CO)C[C@H](C)[C@@H](CN(C)S(C)(=O)=O)O2 | -22.7 | -8.5 | -6.0 | -9.2 | -3.0 | -22.2 | -11.8 | 23.0 | 2.4 | -24.9 | 0.9
O=C(/C=C/c1ccccc1)c1ccc2c(c1)OCCCCO2 | -98.7 | -3.3 | -0.2 | -78.2 | 23.8* | 6.7 | 7.3 | -157.2 | -71.5 | -41.9 | 18.1
N#Cc1c(-c2ccc(Cl)cc2)c(-c2ccc(Cl)cc2)nn(CCOC(=O)CCC(=O)O)c1=O | 1.7 | -10.9 | 2.8 | 10.5 | -8.8 | 19.8 | -2.0 | 22.8 | -15.9 | -2.0 | 9.7
CCNC(=O)C1(C)CCCN(C(=O)c2nc3ccccc3s2)C1 (stereo not given) | 10.0 | . | 9.5 | -26.1 | 10.3 | -29.7 | -6.8 | 15.6 | 11.2 | -18.7 | 0.8
N#Cc1ccccc1OCC(=O)NC1CCCCC1 | -67.0 | -0.9 | -2.4 | -71.9 | -6.5 | -18.8 | -7.2 | -83.9 | -30.0 | -83.2 | -34.5
O=C(O)CCCCCNS(=O)(=O)c1ccc2c3c(cccc13)C(=O)N2 | -17.1 | -1.9 | 1.4 | -4.8 | -0.6 | -3.2 | 9.4 | -6.5 | -12.5 | -24.9 | 10.0
CCCCc1nc(N2CCOCC2)c(C#N)c2c1CCCC2 | 4.7 | 4.2 | 9.4 | 9.8 | 0.8 | 22.1 | -9.8 | -8.4 | 0.3 | 26.7 | 6.7
COc1ccc(-c2cc(C(=O)NCC3CCCCC3)[nH]n2)c(C)c1 | 0.6 | . | 5.4 | -15.9 | -8.3 | -22.7 | 4.9 | -24.7 | -16.6 | -23.3 | -24.4
O=C(Cc1ccc(Cl)cc1)NC1CCCN(Cc2ccccc2F)C1 (stereo not given) | 3.9 | 13.4 | 48.8 | 5.1 | -1.1 | 8.9 | -9.3 | 3.6 | 24.0 | -2.7 | -4.2
Cc1cccc(/N=C/c2c(O)ccc3oc4c(c23)CCCC4)n1 | 2.4 | -3.1 | 1.9 | 13.7 | -4.2 | 41.0 | 4.3 | 7.7 | . | . | 15.9
CCOc1ccc(S(=O)(=O)NCc2csc(C)n2)cc1 | -3.2 | -0.5 | 4.9 | 5.4 | -0.4 | -4.3 | 1.0 | 15.1 | -15.1 | -12.4 | -5.9
CC1CCCCC12NC(=O)N(CC(=O)NC(=O)Nc1ccc3c(c1)OCCO3)C2=O (stereo not given) | -101.2 | -2.8 | -4.5 | -102.5 | 1.1 | -23.5 | -11.2 | -42.8 | -38.7 | -13.7 | -45.0
CN(C)c1ccnc(-n2cccc2/C=N/OCc2ccc(F)cc2Cl)c1C#N | -3.7 | 0.0 | -3.8 | 10.1 | -3.7 | -5.0 | 3.0 | 7.5 | -2.2 | -16.0 | -27.4
Cc1ccc(C)c(NC(=S)NC(NC(=O)Cc2cccc3ccccc23)C(Cl)(Cl)Cl)c1 (stereo not given) | -8.8 | -2.9 | 1.3 | 5.7 | -2.0 | 32.7 | 6.0 | -11.2 | 1.8 | -13.0 | 25.3
CC(NCC(=O)Nc1ccccc1C(=O)NC1CC1)c1ccccc1Cl (stereo not given) | -2.0 | -6.3 | -1.4 | 7.3 | 5.2 | 6.4 | 0.6 | -25.2 | -13.2 | -3.5 | 0.0
COc1ccc(S(=O)(=O)NC(C)CCc2ccccc2)cc1 (stereo not given) | -22.1 | 5.1 | 5.3 | -1.6 | -10.1 | 2.5 | -3.8 | -10.6 | -12.3 | -2.4 | -5.2
NNC(=O)CN1C(=O)C2(OCCO2)c2ccccc21 | 1.6 | 5.5 | -6.8 | -11.9 | -1.0 | -2.3 | 1.8 | -24.9 | 15.8 | -1.1 | -1.6
CC1=Nc2ccccc2N=C(NC(=O)CSc2nnnn2-c2ccccc2)C1c1ccccc1 (stereo not given) | -15.5 | -5.2 | 29.2 | 23.1 | -2.1 | 0.5 | -0.8 | 12.7 | 11.8 | -2.2 | -25.5
N/C(=N\OC(=O)c1cccs1)c1ccc(Cl)cc1 | -56.3 | . | -3.8 | -73.7 | -1.6 | -26.0 | -17.1 | -70.0 | -14.6 | -56.1 | -40.7
O=C(COc1ccc2c3c(c(=O)oc2c1)CCC3)NC1CCCCC1 | 10.7 | 1.6 | 0.9 | 15.1 | -8.8 | -26.4 | -8.1 | 3.4 | -2.1 | 2.9 | -1.9
O=C(Cc1ccccc1)NC1CCN(S(=O)(=O)c2cccc(F)c2)CC1 | -31.1 | 6.4 | 1.3 | 7.2 | -7.3 | -2.6 | -4.0 | -21.5 | -15.0 | 3.4 | -1.1
O=c1c2ccccc2n2c(=S)[nH]nc2n1-c1ccccc1 | -11.0 | -4.4 | 0.6 | -8.7 | 1.9 | -5.6 | -9.0 | 11.5 | 8.0 | -5.0 | 5.7
COC(=O)C1=C(C)N(Cc2ccccc2)C(=O)N[C@H]1c1cccc(F)c1 | -0.2 | 4.0 | -7.2 | -7.2 | -1.5 | -8.8 | 4.7 | -6.7 | -5.8 | -12.0 | -7.0
COc1ccc(NC(=O)C/C(C)=N/NC(=O)C(=O)Nc2cccc(Cl)c2C)c(OC)c1 | 5.4 | -10.8 | -1.1 | -15.3 | -2.9 | -7.7 | 4.5 | -22.1 | -8.6 | -4.6 | -29.5
CCSc1nc2sc3c(c2c(=O)[nH]1)CCc1ccccc1-3 | 4.2 | 6.8 | 1.0 | 11.8 | 5.7 | -2.6 | -4.1 | 17.6 | 5.5 | -26.7 | -8.1
C[C@@H]1C=C(C(=O)N2CCN(C)CC2)O[C@H](OCc2ccc(CO)cc2)C1 | 5.3 | 6.2 | -1.2 | 3.9 | 3.1 | 8.6 | -8.1 | -1.6 | -9.9 | 16.8 | 1.5
COc1cccc(N2CCN(S(=O)(=O)c3ccc(-c4coc(C)n4)cc3)CC2)c1 | 0.8 | -2.8 | 2.4 | -3.9 | -0.1 | -1.9 | 3.1 | -2.4 | 6.8 | 15.0 | 17.3
Cc1nc([N+](=O)[O-])c(NCCO)n1Cc1ccccc1 | -31.6 | 3.2 | 2.1 | -6.1 | 2.5 | 14.0 | -14.7 | 10.4 | -4.7 | -10.0 | 6.1
O=C(CCl)N1N=C(c2ccco2)CC1c1cccs1 (stereo not given) | 26.1 | 1.4 | 2.8 | 57.9 | 23.6* | 10.0 | -5.9 | 10.4 | . | . | 17.2
CN(C(=O)CCc1ccccc1)c1nnc(-c2ccncc2)s1 | 15.1 | 1.1 | -0.7 | 19.0 | -5.7 | 5.5 | -0.9 | 11.1 | -3.1 | -0.5 | -2.1
Cc1oc(-c2ccccc2F)nc1CS(=O)CC(=O)NC1CCCC1 (stereo not given) | -2.5 | -5.1 | 12.4 | -6.0 | -4.8 | 15.9 | -3.0 | 1.0 | 20.2 | -1.3 | 3.6
COc1ccc(-c2nc(N)sc2C2(O)C(=O)Nc3c(Br)cc(F)cc32)cc1OC (stereo not given) | -20.7 | -12.5 | -3.0 | -22.1 | -22.0 | -12.8 | 1.7 | -3.8 | -3.1 | -5.5 | 8.5
C[C@@H]1CN([C@H](C)CO)S(=O)(=O)c2ccc(C#Cc3ccccc3)cc2O[C@@H]1CN(C)C(=O)CN(C)C | 2.5 | -5.5 | -12.4 | -8.3 | 15.9 | 2.0 | -3.9 | -2.2 | -3.6 | -22.2 | 6.7
COC(=O)C1=C(N)Oc2cc(C)n(CC3CCCO3)c(=O)c2C1c1ccccc1OC (stereo not given) | -10.2 | 3.0 | -5.2 | -11.7 | -0.8 | -22.1 | -7.9 | -7.7 | -1.1 | -15.2 | -6.7
CCS(=O)(=O)NCC(c1cccnc1)N1CCN(c2ccccc2)CC1 (stereo not given) | 13.4 | 7.0 | 8.9 | -5.7 | 14.8 | -13.5 | -26.0 | 2.9 | 1.0 | 24.6 | -11.8
O=[N+]([O-])c1ccc(N/N=C2\CC3CC=CC23)c([N+](=O)[O-])c1 (stereo not given) | 16.2 | -15.8 | -1.9 | 13.1 | 2.2 | -2.8 | -9.8 | 34.3 | 9.4 | 8.3 | 4.2
Cn1cc(C(=O)NCCc2ccccc2)c(=O)c2cc(S(=O)(=O)N3CCOCC3)ccc21 | 8.7 | 5.7 | -3.0 | -2.3 | -1.8 | -8.5 | -19.5 | 11.4 | -4.0 | -8.5 | 16.9
Nc1nonc1-n1nnc(C(=O)N/N=C/c2cccc(F)c2)c1CN1CCCC1 | 10.9 | -6.7 | 2.0 | -7.2 | 2.1 | -35.4 | -3.7 | -1.5 | 8.9 | 2.1 | 5.7

Only part of the results is shown, so the mix of outcomes need not match the whole.
